XiGFP reactiv: reactivates the inactive X chromosome in mouse fibroblasts. XiGFP mouse fibroblasts, % GFP-positive cells imaging, 3 d; cells co-treated with 5-aza-dC sensitizer; scaled so ellipticine positive control = 100%. activation, % at 7.58 µM. actives 0.055% (n = 360,000);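 active means mean normalized replicate activation at least 10% and every replicate at or above 10%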;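 further: 0% = median of on-plate neutral control wells and 100% = ellipticine 6 µM median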
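System: 68-5-11 XiGFP fibroblast line | Buffer or medium: DMEM containing 5-aza-dC | Compound: Single point | Times: Compounds 3 days, fix/stain 15 min at room temperature | Benchmarks: Positive control ellipticine, 6 µM final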
Active calls of the source: *; & = joins results of further samples. A portion of the library; rates above refer to the full screens.

SMILES | XiGFP reactiv
CCS(=O)(=O)N1CC2(CCN(Cc3cccc(OC)c3)CC2)c2c([nH]c3cc(OC)ccc23)[C@@H]1CO | 0.0
CCCN1C[C@H](C)[C@@H](OC)CN(C)C(=O)c2ccc(NC(=O)c3cccc(OC)c3)cc2OC[C@@H]1C | 0.2
C[C@H]1CN(C)C(=O)c2cccc([N+](=O)[O-])c2O[C@@H]1CN(C)C(=O)OC(C)(C)C | 0.1
CN1c2ccc(-c3ccc(F)cc3)cc2[C@@H]2[C@@H](CCN2C(=O)CC2CC2)[C@H]1CO | 0.1
COc1ccc2c3c(n(C)c2c1)[C@H](CO)NCC31CN(S(=O)(=O)c2cccc(C)c2)C1 | 0.9
CCCN1C[C@@H](C)[C@H](OC)CN(C)C(=O)c2cc(NC(=O)NC3CCCC3)ccc2OC[C@@H]1C | 0.0
C[C@H]1CN(C)C(=O)Cc2cc(N(C)C)ccc2O[C@@H]1CN(C)C | 0.3
CCS(=O)(=O)N1CC2(CN(Cc3ccc4c(c3)OCO4)[C@H](CO)c3[nH]c4cc(OC)ccc4c32)C1 | 0.0
CC(C)CC#Cc1ccc([C@@H]2[C@H]3CN(S(C)(=O)=O)CC(=O)N3[C@H]2CO)cc1 | 0.0
CNC[C@@H]1Oc2ccc(N(C)C)cc2C(=O)N(C)C[C@@H]1C | 0.3
CCCNC(=O)N1CCC2(CC1)CN(C(C)=O)[C@@H](CO)c1[nH]c3cc(OC)ccc3c12 | 0.1
C[C@@H]1CN([C@H](C)CO)C(=O)c2c(c3ccccc3n2C)-c2ccccc2CO[C@H]1CN(C)Cc1cccnc1 | 1.0
CNC[C@@H]1Oc2ccc(N)cc2C(=O)N(C)C[C@H]1C | 0.4
CCCNC(=O)N1CC2(CCN(C(=O)COC)CC2)c2c(n(C)c3cc(OC)ccc23)[C@H]1CO | 0.3
O=C(Nc1ccccc1F)N1CC(=O)N2[C@@H](CO)[C@H](c3ccc(-c4ccc(F)cc4)cc3)[C@@H]2C1 | 0.3
CC(=O)Nc1ccc2c(c1)CC(=O)N(C)C[C@H](C)[C@@H](CN(C)S(C)(=O)=O)O2 | 0.1
COc1ccccc1CN(C)C[C@@H]1OCc2ccccc2-c2c(n(C)c3ccccc23)C(=O)N([C@H](C)CO)C[C@H]1C | 0.2
C[C@H]1CCc2cnnn2COCCNC1=O | 0.3
C[C@@H]1CN([C@@H](C)CO)C(=O)c2ccccc2-c2ccccc2CO[C@@H]1CN(C)Cc1ccc(C(F)(F)F)cc1 | -1.0
C/C=C/c1ccc([C@H]2[C@H](CO)N(S(C)(=O)=O)[C@H]2CNCC2CCC2)cc1 | 0.1
CC(=O)Nc1ccc2c(c1)C(=O)N(C)C[C@H](C)[C@@H](CN(C)C(C)=O)O2 | 0.3
C[C@@H]1CC=CC[C@@H](c2ccccc2)NC(=O)[C@H](C)N(C)C(=O)c2ccccc2O1 (mixture of isomers) | 0.4
CO[C@@H]1CN(C)C(=O)c2ccc(NC(=O)c3cnccn3)cc2OC[C@H](C)N(C(C)=O)C[C@@H]1C | 0.8
COCC#Cc1ccc([C@H]2[C@@H](CO)N3C(=O)CN(C(=O)Nc4cc(F)ccc4F)C[C@H]23)cc1 | 0.3
C[C@H]1CN(C)C(=O)c2cccnc2O[C@H]1CN(C)C | 0.3

Another view of part of the listing above:
mol	XiGFP reactiv
COc1ccc2c3c(n(C)c2c1)[C@H](CO)NCC31CN(S(=O)(=O)c2cccc(C)c2)C1	0.9
CCCN1C[C@@H](C)[C@H](OC)CN(C)C(=O)c2cc(NC(=O)NC3CCCC3)ccc2OC[C@@H]1C	0.0

New compounds follow:
SMILES | XiGFP reactiv
COc1ccc2c3c(n(C)c2c1)[C@@H](CO)N(C(C)=O)CC31CCN(Cc2cncnc2)CC1 | 0.3
CNC[C@@H]1Oc2ccc(N)cc2CC(=O)N(C)C[C@H]1C | 0.3
C[C@H](CO)N1C[C@H](C)[C@@H](CN(C)S(=O)(=O)c2cccs2)Oc2c(NC(=O)Cn3cnnn3)cccc2C1=O | -1.0
CCC(=O)N1CC2(C1)[C@H](c1ccc(-c3ccccc3)cc1)[C@H](CO)N2C(C)=O | 0.3
C[C@H]1CN(C)C(=O)c2cccc(N(C)C)c2O[C@H]1CN(C)C(=O)OC(C)(C)C | 0.3
CO[C@@H]1CN(C)C(=O)c2ccc(NS(=O)(=O)c3ccccc3)cc2OC[C@H](C)N(Cc2ccccn2)C[C@H]1C | 0.9
CC[C@@H]1C/C=C\C[C@H](c2ccccc2)NC(=O)CCC(=O)N1 | 0.2
C[C@H]1CN(C)C(=O)Cc2ccccc2O[C@H]1CN(C)S(C)(=O)=O | 0.2
C[C@H]1CC=CC[C@@H](c2ccc3c(c2)OCO3)NC(=O)[C@H](C)N(C)C(=O)c2ccccc2O1 (mixture of isomers) | 0.2
COc1ccc([C@@H]2C/C=C\C[C@@H](c3ccc(F)cc3)NC(=O)CCC(=O)N2)c(OC)c1 | 0.2
Cc1noc(C)c1S(=O)(=O)Nc1ccc2c(c1)C(=O)N([C@H](C)CO)C[C@H](C)[C@@H](CN(C)S(=O)(=O)c1c(C)noc1C)O2 | -0.3
Cc1ccccc1-c1ccc([C@@H]2[C@H]3CN(C(=O)c4cccnc4)CC(=O)N3[C@H]2CO)cc1 | 0.4
COc1ccc2c3c(n(C)c2c1)[C@H](CO)N(C(=O)CC1CC1)CC31CN(C(=O)C2CC2)C1 | 0.3
CO[C@@H]1CN(C)C(=O)c2ccc(NC(=O)CC(F)(F)F)cc2OC[C@H](C)N(C(=O)C2CCCCC2)C[C@H]1C | -0.5
O=C(C[C@@H]1CC[C@H](NC(=O)c2ccncc2)[C@H](CO)O1)Nc1ccc(-c2ccccc2)cc1 | -0.6
C[C@H]1CN([C@@H](C)CO)C(=O)c2ccccc2-c2ccccc2CO[C@@H]1CN(C)C(=O)c1ccccc1 | 0.0
CCC(=O)N1CCC2(CC1)CN(CC1CCCCC1)[C@H](CO)c1c2c2ccc(OC)cc2n1C | 0.3
CC(C)NC(=O)Nc1ccc2c(c1)CC(=O)N(C)C[C@@H](C)[C@H](CN(C)C(=O)NC(C)C)O2 | -0.1
COc1ccc([C@H]2CC=CC[C@H](C)Oc3ccccc3C(=O)N(C)[C@@H](Cc3ccccc3)C(=O)N2)c(OC)c1 (mixture of isomers) | 0.0
CNC[C@H]1Oc2ccc(NS(C)(=O)=O)cc2CC(=O)N(C)C[C@H]1C | 0.2
COc1ccc([C@@H]2C/C=C\C[C@@H](c3cccc(Cl)c3)NC(=O)[C@@H](c3ccccc3)CC(=O)N2)c(OC)c1 | 0.4
FC(F)(F)CN1CC2C(c3ccc(Br)cc3)C(C1)N2CC(F)(F)F (centres undefined) | 0.3
COc1ccc2c3c(n(C)c2c1)[C@H](CO)N(C(=O)CC1CC1)CC31CN(Cc2ccncc2)C1 | 0.0
CC(C)NC(=O)N(C)C[C@@H]1Oc2c(NS(C)(=O)=O)cccc2C(=O)N(C)C[C@H]1C | 0.3
COc1ccc(C[C@H]2CCn3cc(nn3)COC[C@@H](c3ccccc3)NC2=O)cc1 | 0.2

Additional entries follow.
SMILES | XiGFP reactiv
C[C@H]1CN(C)C(=O)c2cccc(N)c2O[C@@H]1CN(C)C(=O)OC(C)(C)C | 0.3
CCCNC(=O)N1CCC2(CC1)CN(C(=O)CC1CC1)[C@@H](CO)c1c2c2ccc(OC)cc2n1C | 0.0
CC(C)[C@@H]1CCc2cnnn2COC[C@@H](Cc2ccccc2)NC1=O | 0.0
COCC(=O)N(C)C[C@H]1[C@@H](c2ccccc2)[C@H](CO)N1C(=O)Cc1ccncc1 | 0.2
CNC[C@@H]1Oc2ccc(N(C)C)cc2CC(=O)N(C)C[C@@H]1C | 0.4
CC(=O)Nc1cccc2c1O[C@@H](CN(C)C)[C@@H](C)CN(C)C2=O | 0.1
Cn1cnc(S(=O)(=O)N2CCCCN3[C@H](CO)[C@H](c4ccc(C5=CCCCC5)cc4)[C@@H]3C2)c1 | 0.1
COc1ccc(CN2CCCCN3[C@H](C2)[C@H](c2ccc(-c4ccc(OC)cc4)cc2)[C@@H]3CO)cc1 | 0.1
CC(C)CC#Cc1ccc([C@H]2[C@@H](CO)N3C(=O)CN(S(C)(=O)=O)C[C@@H]23)cc1 | 0.1
O=C(NC[C@H]1N[C@H](CO)[C@@H]1c1ccc(-c2cncnc2)cc1)C1CCC1 | 0.0
C[C@@H]1CC=CC[C@@H](c2ccc(F)cc2)NC(=O)[C@H](C)N(C)C(=O)c2ccccc2O1 (mixture of isomers) | 0.0
CC(C)NC(=O)Nc1cccc2c1O[C@@H](CN(C)C)[C@H](C)CN(C)C2=O | 0.0
CC(=O)N(C)C[C@H]1Oc2ccc(NS(C)(=O)=O)cc2CC(=O)N(C)C[C@H]1C | 0.2
CO[C@H]1CN(C)C(=O)c2cc(NC(=O)NC3CCCC3)ccc2OC[C@H](C)NC[C@@H]1C | 0.0
Cc1noc(C)c1S(=O)(=O)N(C)C[C@H]1Oc2ccc(NC(=O)Nc3ccc4c(c3)OCO4)cc2C(=O)N([C@H](C)CO)C[C@@H]1C | 1.4
COc1ccc(CN2CC3(CCN(S(=O)(=O)c4ccc(C)cc4)CC3)c3c([nH]c4cc(OC)ccc34)[C@@H]2CO)cc1 | 0.8
O=C(NC1CCCCC1)[C@@H]1[C@@H](CO)[C@@H]2Cn3c(ccc(-c4ccccc4)c3=O)[C@H]1N2 | 0.1
CO[C@@H]1CN(C)C(=O)c2ccc(NC(C)=O)cc2OC[C@@H](C)N(CC2CCCCC2)C[C@H]1C | -0.2
O=C1N[C@H](c2ccccc2)COCc2cnnn2CC[C@@H]1Cc1ccc(-c2ccccc2)cc1 | 0.1
O=C(C[C@H]1C[C@@H]2c3cc(NC(=O)NC4CCCCC4)ccc3O[C@@H]2[C@H](CO)O1)NC1CCCC1 | 0.1
CCCC#Cc1ccc([C@H]2[C@@H](CO)N3C(=O)CN(C(=O)c4cccc(F)c4)C[C@@H]23)cc1 | 0.0
O=C1CCC(=O)NCC/C=C/CCN1 | 0.1
COc1ccc([C@@H]2C/C=C\C[C@H](C(C)C)NC(=O)CCC(=O)N2)c(OC)c1 | 0.1
CC(C)C#Cc1ccc([C@@H]2[C@@H](CO)N3C(=O)CN(C(=O)Cc4cccnc4)C[C@@H]23)cc1 | 0.4
C[C@@H]1CN([C@H](C)CO)C(=O)c2c(c3ccccc3n2C)-c2ccccc2CO[C@@H]1CN(C)Cc1ccccc1 | 0.0

Reformatted with each value named: entries from further up.
> CC(C)C#Cc1ccc([C@@H]2[C@@H](CO)N3C(=O)CN(C(=O)Cc4cccnc4)C[C@@H]23)cc1
- XiGFP reactiv: 0.4
> CC(=O)N(C)C[C@H]1Oc2ccc(NS(C)(=O)=O)cc2CC(=O)N(C)C[C@H]1C
- XiGFP reactiv: 0.2
> O=C1CCC(=O)NCC/C=C/CCN1
- XiGFP reactiv: 0.1
> CO[C@H]1CN(C)C(=O)c2cc(NC(=O)NC3CCCC3)ccc2OC[C@H](C)NC[C@@H]1C
- XiGFP reactiv: 0.0

5 compounds already listed, ordered by SMILES length, descending:
SMILES | XiGFP reactiv
C[C@@H]1CN([C@H](C)CO)C(=O)c2c(c3ccccc3n2C)-c2ccccc2CO[C@@H]1CN(C)Cc1ccccc1 | 0.0
CC(C)C#Cc1ccc([C@@H]2[C@@H](CO)N3C(=O)CN(C(=O)Cc4cccnc4)C[C@@H]23)cc1 | 0.4
CO[C@H]1CN(C)C(=O)c2cc(NC(=O)NC3CCCC3)ccc2OC[C@H](C)NC[C@@H]1C | 0.0
CC(C)NC(=O)Nc1cccc2c1O[C@@H](CN(C)C)[C@H](C)CN(C)C2=O | 0.0
O=C1CCC(=O)NCC/C=C/CCN1 | 0.1

Next records follow:
SMILES | XiGFP reactiv
Cc1noc(C)c1NC(=O)N1C[C@@H](O)COC[C@@H]2O[C@@H](CC(=O)N[C@H]3CCN(Cc4ccccc4)C3)CC[C@H]21 | 0.2
C[C@H]1CN(C)C(=O)c2cc(N)ccc2O[C@H]1CN(C)C | 0.1
CC(C)NC(=O)N(C)C[C@@H]1Oc2ncccc2C(=O)N(C)C[C@H]1C | 0.4
CCCNC(=O)N1CC(=O)N2[C@H](C1)[C@@H](c1ccc(-c3ccccc3)cc1)[C@@H]2CO | 0.1
O=C(Cc1ccncc1)Nc1ccc2c(c1)[C@H]1C[C@@H](CC(=O)N3CCCCC3)O[C@H](CO)[C@H]1O2 | 0.0
CN(C)CC(=O)Nc1ccc2c(c1)C(=O)N(C)[C@H]1CC[C@H](CC(=O)NCc3ccccc3)O[C@@H]1CO2 | -0.1
CCS(=O)(=O)N1CC2(CN(Cc3cccnc3)[C@H](CO)c3c2c2ccc(OC)cc2n3C)C1 | 0.4
CC(=O)N(C)C[C@H]1Oc2ccccc2C(=O)N(C)C[C@@H]1C | 0.3
CC(=O)N1C[C@@H]2C(c3ccc(Br)cc3)[C@H](C1)N2Cc1ccc(F)cc1 (some centres undefined) | 0.3&-0.1
COc1ccc([C@H]2CC=CC[C@H](C)Oc3ccccc3C(=O)N(C)[C@@H](C(C)C)C(=O)N2)c(OC)c1 (mixture of isomers) | 0.1

Screening data: PubChem BioAssay, Broad Institute
